# MgcRacGAP inhibition – MgcRacGAP GTPase-activating activity inhibitors, confirmation, biochemical, ADP Hunter fluorescence. one-dose inhibition, % at 30 µM; IC50 in µM for titrated hits. 340,000 compounds, 0.6% hits. MgcRacGAP-stimulated Rac1 GTP hydrolysis, ADP Hunter fluorescence; higher % means a stronger effect; GST-tagged Rac1 F28L mutant substrate;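 active = first-screen hits whose inhibition reached a set limit at any dose in the follow-up dose series; inconclusive = inhibition above the set first-screen limit but never retested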;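 also: fluorescence reports GDP produced by GAP-driven GTP hydrolysis; strong numbers were not always called active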
# K1F lysis inhibition – protection from phage-mediated lysis, alamar blue read-out – E. coli UTI89, K1F phage, bacterial capsule biogenesis inhibitors (AID 488966) | inhibition, % at 100 µM, or IC50 in µM where a hit was titrated | 340,000 compounds, 0.02% hits | E. coli UTI89 K1F phage lysis, alamar blue, 2 h; higher % means a stronger effect;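 active = phage lysis inhibition, versus mean bacterial control, above a set limit; inconclusive = no clear call, values can overlap the other calls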;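 also: capsule biogenesis inhibitors block K1F phage lysis so surviving cells raise fluorescence; higher fluorescence means more inhibition of phage lysis; actives were called in the ten point dose series up to 300 µM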
# SV40 large T antigen – SV40 large T antigen inhibitors, biochemical (AID 1903); SV40 large T antigen ATPase/helicase inhibition assay; higher % means a stronger effect; inhibition, % at 20 µM, or IC50 in µM where a hit was titrated; 310,000 compounds, 0.39% hits; in the data active = a potency from the dose series; inconclusive = inhibition mostly from about 32% at the one dose, without a potency; inactive = the rest, 99 in 100 with inhibition below about 32%; also: strong numbers were not always called active
# SIAH1 antagonists – Siah-1 peptide-binding antagonists, primary screen, biochemical, fluorescence polarization, rhodamine-plectin, uHTS (AID 1817). Siah-1 / rhodamine-plectin peptide fluorescence polarization; higher % means a stronger effect. displacement, % at 20 µM; hits with a dose series show IC50 in µM. 290,000 compounds, 0.02% hits;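 active = displacement of at least 50% at 20 µM, with a fluorescence ratio check between 0.3 and a set limit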;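 also: plate controls were Siah plus tracer with DMSO for no effect and tracer alone without Siah for full effect; strong numbers were not always called active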
# West Nile antiviral – West Nile virus antiviral activity, cell-based, CPE readout (AID 1621). West Nile virus-infected cells, CPE inhibition; higher % means a stronger effect. CPE inhibition, % at 10 µM; hits with a dose series show IC50 in µM. 290,000 compounds, 0.02% hits; in the data active = a potency from the dose series; inconclusive = CPE inhibition mostly from about 3.7% at the one dose, without a potency; inactive = the rest, 99 in 100 with CPE inhibition below about 2.2%; also: strong numbers were not always called active
# NTR1 agonist – agonists of NTR1, primary screen, imaging, U2OS cells, beta-arrestin-GFP, high content (AID 493036) | NTR1-U2OS beta-arrestin-GFP spot imaging, agonist mode | activation, % at 20 µM | 330,000 compounds, 0.17% hits;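 active = activation at or above 40% of the spot to cytoplasm intensity ratio, with at least 20 cells analyzed; inconclusive = wells under 20 cells, flagged as cytotoxic or low count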;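 also: 0% = DMSO without peptide and 100% = 100 nM NTR1 peptide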
# Target sequence (P30989 whole entry, looked up): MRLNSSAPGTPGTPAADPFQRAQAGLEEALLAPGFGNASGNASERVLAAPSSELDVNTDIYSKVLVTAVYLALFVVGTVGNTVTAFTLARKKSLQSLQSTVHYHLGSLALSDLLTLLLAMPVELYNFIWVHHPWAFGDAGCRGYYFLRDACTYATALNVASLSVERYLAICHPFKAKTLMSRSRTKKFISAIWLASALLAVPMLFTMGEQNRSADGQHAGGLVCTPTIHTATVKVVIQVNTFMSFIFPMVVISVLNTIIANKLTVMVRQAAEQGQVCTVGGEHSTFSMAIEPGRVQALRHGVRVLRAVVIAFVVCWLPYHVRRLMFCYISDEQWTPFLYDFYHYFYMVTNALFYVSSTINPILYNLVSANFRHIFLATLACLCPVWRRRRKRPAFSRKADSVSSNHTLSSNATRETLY
# Dengue-2 NS5 capping – Dengue-2 NS5 methyltransferase inhibitors, primary screen, biochemical, confirmation dose response (AID 588689) | Dengue-2 NS5 methyltransferase capping enzyme assay, biochemical; higher % means a stronger effect | one-dose inhibition, % at 25 µM; IC50 in µM for titrated hits | 340,000 compounds, 0.3% hits; in the data active = a potency from the dose series; inconclusive = inhibition above about 29% without an active follow-up result
# RSV CPE inhibition – RSV antiviral activity via CPE protection, HEp-2 cells, primary 10 µM value included (AID 2391); CPE inhibition, % at 10 µM, or IC50 in µM where a hit was titrated; HEp-2 cells, RSV-induced CPE inhibition; higher % means a stronger effect; 310,000 compounds, 0.13% hits; in the data active = a potency from the dose series; inconclusive = CPE inhibition mostly from about 23% at the one dose, without a potency; inactive = the rest, 99 in 100 with CPE inhibition below about 21%; also: strong numbers were not always called active
# AID2073 – inhibitors of Mint1-CaV2.2 protein interaction, biochemical, HTRF (AID 2073) | HTRF protein-protein interaction, Mint1-CaV2.2; higher % means a stronger effect | one-dose inhibition, % at 20 µM; IC50 in µM for titrated hits | 290,000 compounds, 0.19% hits; in the data active = inhibition mostly above about 51%, no sharp cut-off; inconclusive = no clear call, values can overlap the other calls; inactive = mostly below about 53%; also: some results filed as inactive read as strong as hits
# NTR1 agonist cell count 20 µM – recorded beside NTR1 agonist, whose call it bears; cell count; measured here: cell count, cytotoxicity flag
# Dengue-2 NS5 capping pilot replicate – also measured in Dengue-2 NS5 capping; calls as there; inhibition, %; measured here: pilot screen replicate inhibition
# * hit, by the source's call; ? = inconclusive; . = not tested or not shown; [ ] = another dose, or the depositor's remark.
# Sample of the layout, 2 compounds:
SMILES,MgcRacGAP inhibition,K1F lysis inhibition,SV40 large T antigen,SIAH1 antagonists,West Nile antiviral,NTR1 agonist,NTR1 agonist cell count 20 µM,Dengue-2 NS5 capping,RSV CPE inhibition,AID2073,others
C=CCn1c(SCC(=O)O)nnc1-c1cccs1,7%,0.1%,6%,1%,-1.0%,-3.2,83,-3%,0.7%,?,
CNC(=O)c1c(NC(=O)c2nc3ccccc3s2)sc2c1CCC2,8%,1.0%,10%,-5%,0.2%,20,66,-1%,5.4%,15%,

# This part in full, from the start:
SMILES,MgcRacGAP inhibition,K1F lysis inhibition,SV40 large T antigen,SIAH1 antagonists,West Nile antiviral,NTR1 agonist,NTR1 agonist cell count 20 µM,Dengue-2 NS5 capping,RSV CPE inhibition,AID2073,others
C=CCn1c(SCC(=O)O)nnc1-c1cccs1,7%,0.1%,6%,1%,-1.0%,-3.2,83,-3%,0.7%,?,
CNC(=O)c1c(NC(=O)c2nc3ccccc3s2)sc2c1CCC2,8%,1.0%,10%,-5%,0.2%,20,66,-1%,5.4%,15%,
CN(C)c1cc[n+](CC(=O)Nc2ccccc2C(F)(F)F)cc1,6%,0.0%,3%,11%,0.1%,0.1,76,-7%,0.4%,3%,Dengue-2 NS5 capping pilot replicate=-2.1
O=C1NC2(CCCc3ccccc32)C(=O)N1Cc1nnc(-c2ccccc2Br)o1 (stereo not drawn),-9%,-1.4%,4%,-5%,-0.7%,0.7,80,12%,20%,16%,
O=C1CCCCN1CCC(=O)N1CCCC(N2CCN(c3cccc(Cl)c3)CC2)C1 (stereo not drawn),9%,0.0%,11%,4%,-0.8%,0.5,72,1%,0.1%,15%,
O=C(CC1SC(N2CCCCC2)=NC1=O)Nc1ccc(C(=O)Nc2ccccc2)cc1 (stereo not drawn),9%,0.7%[50 µM],14%,.,.,1.2,73,-3%,0.8%,.,
C=CCN(CC=C)C(=O)c1ccc(OC2CCN(S(=O)(=O)N(C)C)CC2)cc1,9%,0.4%,2%,-8%,-1.7%,0.7,46,-5%,7.2%,-5%,
COc1ccc(Cc2nc3ccc(C(=O)NCC4CCOCC4)cc3o2)cc1OC,5%,-0.2%,10%,5%,0.2%,0.9,77,-3%,0.5%,1%,
COc1ccccc1N(CC(=O)N/N=C(\C)c1ccccc1O)S(=O)(=O)c1ccc(C)cc1,7%,0.1%,12%,2%,0.3%,1.0,65,-8%,11%,15%,
CCCCN(CC)CCNC(=O)C1CCCN(S(=O)(=O)c2cccc3nsnc23)C1 (stereo not drawn),-4%,-0.1%,12%,4%,-0.5%,1.7,60,-9%,0.1%,8%,
O=C(COC(=O)c1ccc(CSc2ccc(Cl)cc2)cc1)Nc1ccccc1,-2%,2.3%,13%,13%,0.1%,5.4,58,-5%,1.6%,2%,
CCOCC(=O)Nc1ccc([N+](=O)[O-])cc1Cl,.,.,10%,3%,-0.3%,0.2,23,.,34%,6%,
Cc1ccc(C)c(NC(=S)NNC(=O)c2csc3c2CCCC3)c1,4%,6.4%,-3%,-1%,-0.4%,4.8,42,2%,7.2%,-17%,
COC(=O)CCCNS(=O)(=O)c1ccc2ccccc2c1,8%,-0.2%,6%,6%,0.3%,0.2,50,1%,1.5%,-11%,
Cc1ccn2c(=O)nc(SCC(=O)N3CCC(Cc4ccccc4)CC3)nc2c1,7%,0.4%[50 µM],11%,.,.,1.1,66,4%,3.4%,.,
Cc1cccc(OCC(=O)NCCCNC(=O)c2cnccn2)c1,4%,0.4%,10%,-2%,0.5%,0.6,49,-12%,1.7%,9%,
C=CCc1cccc(/C=N/n2c(C)nnc2C)c1O,13%,1.4%,0%,6%,-0.1%,-1.0,45,20%,2.8%,-2%,
Cc1cc(C(=O)CSc2cccc[n+]2[O-])c(C)n1-c1ccc(Br)cc1,.,.,7%,1%,-1.4%,0.0,29,.,2.3%,8%,
COc1ccc(CCNC(=O)CSc2nc(-c3ccc(OC)c(OC)c3)ccc2C#N)cc1,2%,0.5%,15%,2%,-1.6%,-0.8,46,8%,2.6%,18%,
CCOC(=O)c1ccc2[nH]c3c(c2c1)CCCCC3=O,-2%,1.1%,2%,19%,-0.5%,0.2,42,-8%,15%,22%,
CC(C(=O)Nc1ccc(C#N)cc1)N(C)Cc1cccs1 (stereo not drawn),4%,0.8%,6%,-1%,0.1%,1.4,67,-8%,9.2%,4%,
CC(SCc1ccccc1)C(=O)Nc1ccc2c(c1)OCO2 (stereo not drawn),6%,0.4%,-1%,3%,-0.5%,-2.5,101,-2%,0.4%,-5%,
S=C(NCc1ccc(Cl)c(Cl)c1)Nc1ccc2c(c1)OCO2,10%,1.0%[50 µM],6%,0%,.,2.8,68,2%,4.5%,4%,
O=C(OC(C(=O)NC1CCCC1)c1ccc(F)cc1)c1ccno1 (stereo not drawn),7%,0.0%,24%,-1%,-0.4%,1.5,83,-1%,1.0%,-3%,
COc1ccc(CCNC(=O)CCNC(=O)c2ccc(Cl)cc2)cc1OC,4%,-7.1%,-3%,2%,-0.4%,18,56,-6%,1.6%,13%,

# Among those listed so far, these have a Cl atom:
SMILES,MgcRacGAP inhibition,K1F lysis inhibition,SV40 large T antigen,SIAH1 antagonists,West Nile antiviral,NTR1 agonist,NTR1 agonist cell count 20 µM,Dengue-2 NS5 capping,RSV CPE inhibition,AID2073,others
O=C1CCCCN1CCC(=O)N1CCCC(N2CCN(c3cccc(Cl)c3)CC2)C1 (stereo not drawn),9%,0.0%,11%,4%,-0.8%,0.5,72,1%,0.1%,15%,
O=C(COC(=O)c1ccc(CSc2ccc(Cl)cc2)cc1)Nc1ccccc1,-2%,2.3%,13%,13%,0.1%,5.4,58,-5%,1.6%,2%,
CCOCC(=O)Nc1ccc([N+](=O)[O-])cc1Cl,.,.,10%,3%,-0.3%,0.2,23,.,34%,6%,
S=C(NCc1ccc(Cl)c(Cl)c1)Nc1ccc2c(c1)OCO2,10%,1.0%[50 µM],6%,0%,.,2.8,68,2%,4.5%,4%,
COc1ccc(CCNC(=O)CCNC(=O)c2ccc(Cl)cc2)cc1OC,4%,-7.1%,-3%,2%,-0.4%,18,56,-6%,1.6%,13%,

# The results go on:
SMILES,MgcRacGAP inhibition,K1F lysis inhibition,SV40 large T antigen,SIAH1 antagonists,West Nile antiviral,NTR1 agonist,NTR1 agonist cell count 20 µM,Dengue-2 NS5 capping,RSV CPE inhibition,AID2073,others
Cc1ccc(OCc2cc(C(=O)N3CCN(C4CCCC4)CC3)no2)cc1C,11%,1.5%[50 µM],2%,-8%,0.0%,0.3,55,0%,0.4%,10%,
CCOC(=O)C(Cc1c(F)cccc1Cl)c1ccno1 (stereo not drawn),-4%,0.1%,-4%,-5%,0.1%,2.8,42,-10%,-0.3%,-5%,
O=C(C1=C(Nc2ccccc2)c2ccccc2S(=O)(=O)N1)c1ccccc1,-28%,1.8%,14%,-1%,0.3%,5.3,66,-4%,1.4%,11%,
CC(C)(C)NC(=O)c1ccc(Cn2cc(C(F)(F)F)ccc2=O)cc1,4%,-2.0%,8%,1%,0.1%,1.4,51,8%,-0.5%,4%,
CC(C)NC(=O)Cc1ccc(Br)cc1,9%,-0.2%,6%,-1%,0.0%,-0.1,73,0%,3.4%,11%,
CN(C)c1cccc2c1c(NC(=O)Nc1ccc(F)cc1F)nn2C,8%,0.3%,13%,-1%,0.6%,0.4,72,-2%,.,-35%,
COCc1ccccc1C1=CC(=O)C[C@H](c2ccc(F)cc2)C1,8%,0.3%,.,.,.,-0.4,44,2%,0.8%,.,
N=c1c(C(=O)NCc2ccco2)cc2c(=O)n3ccccc3nc2n1CC1CCCO1 (stereo not drawn),4%,-2.0%,.,.,0.8%,-2.5,52,-7%,-0.3%,.,
Cc1ccccc1N1C(=O)Cc2ccccc2C1=O,11%,-1.2%,-1%,-3%,0.3%,-1.2,71,-11%,0.2%,26%,
Cc1cc(N2C(=O)c3ccccc3C2=O)n(C)n1,6%,-0.2%,12%,-1%,0.1%,-0.8,47,2%,2.0%,48%,
CC(=O)N1c2ccc(S(=O)(=O)N3CCC(C(=O)N4CCCC(C)C4)CC3)cc2CC1C (stereo not drawn),6%,0.0%,8%,12%,-0.7%,2.1,59,-12%,8.2%,4%,
Cc1nc(NCCCO)c(C#N)c2c1COC(C)(C)C2,-2%,0.0%,2%,-2%,0.8%,-1.2,81,-7%,2.3%,24%,
O=C(CCc1ccccc1)NNC(=S)NC(=O)c1ccc(Cl)cc1,.,.,22%,-5%,-0.7%,1.3,52,.,-0.2%,-27%,
S=c1nc(-c2sccc2OCc2ccc(Cl)cc2Cl)[nH][nH]1,9%,-3.8%,11%,-3%,-0.5%,0.3,47,-4%,7.0%,32%,
COc1ccc(OCc2cc(C(=O)NC(C)Cc3cccnc3)no2)c(Cl)c1 (stereo not drawn),12%,0.0%,9%,3%,-2.4%,1.8,62,-7%,20%,2%,
